Screening data: PubChem, Broad Institute
NSD2 inh = NSD2 (human) methyltransferase inhibition. O96028. NSD2 peptide methylation, AlphaScreen, 120 min. inhibition, % at 12.5 µM. 310,000 compounds, 0.54% hits. AID 743445; in the data active = inhibition above about 50%
CAL PDZ FP-1 = human CAL PDZ-peptide interaction inhibition | Q9HD26 | purified CAL PDZ, TMR-peptide fluorescence polarization, 1 h | inhibition, % at 20 µM | 330,000 compounds, 0.02% hits | AID 504414;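 active = highest replicate inhibition of at least 40%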;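 also: plate controls were DMSO neutral control wells for no effect and unlabeled competitor peptide control wells for full effect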
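Test system: purified CerCALP PDZ construct; Compound dosing: one concentration, 20 µM compound; Also added: TMR-labelled reporter peptide T*-PRC34 bound in PDZ groove; Read-out: inhibition from polarization loss; Controls: unlabelled peptide and DMSO controls; Signal: FP readout, S and P plane fluorescence; Incubation: 1 h at RT.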
Rtt109 Vps75 = C. albicans Rtt109 histone acetyltransferase inhibition; purified Rtt109/Vps75, ThioGlo CoA-SH fluorescence, 4 h; inhibition, % at 34.9 µM; 330,000 compounds, 0.16% hits; AID 540336;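 active = inhibition of at least 50% in every replicate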
Target sequence (Q5AAJ8 whole entry, looked up): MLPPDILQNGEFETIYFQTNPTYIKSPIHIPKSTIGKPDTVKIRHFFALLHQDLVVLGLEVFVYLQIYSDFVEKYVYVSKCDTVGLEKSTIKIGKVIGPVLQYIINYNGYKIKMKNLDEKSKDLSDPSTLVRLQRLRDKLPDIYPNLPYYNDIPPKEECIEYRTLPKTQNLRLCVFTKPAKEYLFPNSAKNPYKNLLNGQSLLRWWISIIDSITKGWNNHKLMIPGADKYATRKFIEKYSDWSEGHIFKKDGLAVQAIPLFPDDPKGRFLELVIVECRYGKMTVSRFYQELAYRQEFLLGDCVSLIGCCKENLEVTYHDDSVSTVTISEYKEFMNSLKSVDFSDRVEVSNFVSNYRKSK
PfHsp90 set2 = reduces growth (ATP signal) of yeast expressing P. falciparum Hsp90; S. cerevisiae expressing PfHsp90, BacTiter-Glo ATP, 48 h; yeast lacking PDR1 and PDR3 efflux regulators; inhibition, % at 9.4 µM; 310,000 compounds, 0.32% hits; AID 504621;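 active = every replicate shows inhibition above about 80%, whatever the replicate mean, limit read from the data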;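 also: 0% = DMSO neutral controls and 100% = 20 µM radicicol positive controls; yeast relying on Plasmodium falciparum Hsp90 in place of its own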
PvdQ inh = blocks Pseudomonas aeruginosa PvdQ acylase activity. purified PvdQ acylase, fluorescence plate reader. inhibition, % at 10 µM. 340,000 compounds, 0.063% hits. AID 488965; in the data active = inhibition above about 30%, passing the limit was not always enough;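 also: 0% = vehicle neutral wells and 100% = reference inhibitor wells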
dFosB activator = enhances mouse delta FosB homodimer DNA binding | P13346 | purified delta FosB, TAMRA-CDK5 oligo fluorescence polarization; percent of positive-control signal above neutral wells | activation, % at 25 µM | 340,000 compounds, 0.99% hits;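 active = mean activation above about 17%, with every replicate also reaching it, limit read from the data, passing the limit was not always enough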;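 also: fluorescence polarization rise as delta FosB binds a TAMRA Cdk5 AP-1 oligo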
Target sequence (P13346 whole entry, looked up): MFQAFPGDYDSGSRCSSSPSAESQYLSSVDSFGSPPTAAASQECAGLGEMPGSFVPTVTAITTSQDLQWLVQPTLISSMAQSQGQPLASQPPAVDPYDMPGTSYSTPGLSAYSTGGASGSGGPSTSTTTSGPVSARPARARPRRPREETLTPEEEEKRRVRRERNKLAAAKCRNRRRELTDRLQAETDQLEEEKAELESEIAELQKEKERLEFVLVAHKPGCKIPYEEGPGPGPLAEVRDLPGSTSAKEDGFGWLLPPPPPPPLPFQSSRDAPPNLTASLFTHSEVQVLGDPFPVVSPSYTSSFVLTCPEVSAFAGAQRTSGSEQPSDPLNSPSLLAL
SR-BI HDL uptake = inhibitors of mouse SR-BI mediated HDL lipid uptake; ldlA[mSR-BI] CHO cells, DiI-HDL uptake fluorescence, 3 h; inhibition, % at 12.5 µM; 320,000 compounds, 0.96% hits; Q61009;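 active = mean replicate inhibition of at least 70% and a set share of replicates each scoring 70 or more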;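 also: 0% = median of neutral control wells and 100% = median of positive control wells; values of inactives mirror those of a sister screen read the other way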
SR-BI DiI-HDL act = enhances SR-BI lipid uptake from DiI-HDL | AID 504775 | 320,000 compounds, 0.096% hits | activation, % at 12.5 µM | CHO ldlA[mSR-BI] cells, DiI-HDL uptake fluorescence, 3 h; 100 = double the neutral-control signal;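 active = mean replicate activation of at least 60% and every replicate at or above 60%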;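 also: 0% = median plate neutral-control signal and 100% = twice that signal; values of inactives mirror those of a sister screen read the other way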
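System: LDL receptor-deficient CHO ldlA cells overexpressing murine SR-BI | Timing: 3 h uptake period with compound, 37 °C | Medium: HEPES-buffered (25 mM, pH 7.4) F12 plus 0.5% BSA | Dosing: Single-point compound dose | Signal: Bottom-read fluorescence, 550/595 nm | Read-out: Retained DiI signal reflecting DiI-HDL uptake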
CAL PDZ FP-2 = blocks peptide binding to the human CAL PDZ domain; Q9HD26; purified CAL PDZ, TMR-peptide fluorescence polarization, 1 h; inhibition, % at 24.9 µM; 300,000 compounds, 0.92% hits; AID 602252;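 active = mean inhibition of at least 30% with at least half of replicates also reaching 30%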;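 also: 0% = DMSO neutral control and 100% = excess unlabeled competitor peptide PRC23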
MITF TRPM1 HTS = increases MITF-driven TRPM1 promoter luciferase signal | SK-MEL-5 TRPM1-promoter luciferase, 24 h; % of positive control, neutral wells = 0 | activation, % at 12.5 µM | 300,000 compounds, 0.75% hits;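 active = mean activation of at least 80% with every replicate also reaching 80%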;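 also: 0% = neutral control wells and 100% = parthenolide positive control wells; values of inactives mirror those of a sister screen read the other way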
An asterisk follows results filed as active; nt = not tested or not shown.

NSD2 inh,CAL PDZ FP-1,Rtt109 Vps75,PfHsp90 set2,SMILES,PvdQ inh,dFosB activator,SR-BI HDL uptake,SR-BI DiI-HDL act,CAL PDZ FP-2,MITF TRPM1 HTS
0,-0.8,6,-47,CCCCCc1nc2sc3c(c2c(=O)n1N)CCC3,-19,-8,-13,13,-5,7
-1,-0.1,-2,-3,O=C(NCCN1CCOCC1)c1ccc(=O)n(Cc2ccc(Cl)cc2)c1,-8,4,-24,24,-3,1
4,-0.6,-1,-34,Oc1cccc(C=NN=C2c3ccccc3-c3ccccc32)c1,9,-28,20,-20,3,7
nt,-1.8,-12,1,C1=C(c2ccccc2)CCN(c2ncnc3nc[nH]c23)C1,-11,-7,2,-2,nt,7
-1,-2.2,7,5,CC(C)(C)n1ncc2c(=O)n(CC(=O)c3ccc(Cl)cc3)cnc21,-9,-9,19,-19,-2,74
5,-1.0,1,-11,CC1Cc2ccccc2N1CC(=O)Nc1ccc2c(c1)OCCCO2 (configuration not stated),-3,-6,-10,10,-16,8
-4,-1.3,-3,-26,CC(C)(C)C(=O)Nc1ccc(C(=O)COC(=O)c2ccccn2)cc1,-12,-10,-17,17,4,nt
-2,0.0,-3,-19,O=C(/C=C/c1cc2c(cc1Br)OCO2)NCc1ccc(F)cc1,-10,25*,27,-27,-1,-1

NSD2 inh,CAL PDZ FP-1,Rtt109 Vps75,PfHsp90 set2,SMILES,PvdQ inh,dFosB activator,SR-BI HDL uptake,SR-BI DiI-HDL act,CAL PDZ FP-2,MITF TRPM1 HTS
0,-2.3,9,-1,CC(=O)C(/C=N/c1ncc(C(F)(F)F)cc1Cl)=C(\C)O,3,-1,4,-4,-6,-9
1,-0.4,0,16,NC(=S)Nc1cccc(-c2n[nH]c(=S)o2)c1,3,3,9,-9,-3,-11
20,-1.3,1,5,CC1(C(=O)O)CCC(C(=O)Nc2ccc(F)cc2)C1(C)C (configuration not stated),-16,-4,-1,1,-2,-7
-1,0.5,2,nt,CCc1cccc(C)c1NC(=O)COC(=O)CC1CCCC1,-5,-5,-29,29,31*,-3
-13,-0.3,-16,17,CC1CN(Cc2cc(=O)[nH]c(C3CC3)n2)CC(C)O1 (configuration not stated),-3,3,-20,20,6,13
-3,-2.5,3,-35,COc1cccc(OCCNc2cc(Cl)ccc2[N+](=O)[O-])c1,-7,-9,5,-5,2,43
nt,0.5,2,9,CC(C)=C1Cc2ccccc2C1=O,-12,-2,-12,12,nt,2
4,nt,26,3,CCn1ncc(/C=N\NC(=O)c2cc(-c3ccc(C)cc3C)nc3ccccc23)c1C,-6,5,45,-45,-7,-18

NSD2 inh,CAL PDZ FP-1,Rtt109 Vps75,PfHsp90 set2,SMILES,PvdQ inh,dFosB activator,SR-BI HDL uptake,SR-BI DiI-HDL act,CAL PDZ FP-2,MITF TRPM1 HTS
-3,-1.4,-9,4,Cc1ccc(NC(=O)CN2CCC(NC(=O)c3cccc(F)c3)CC2)cc1C,-27,-10,24,-24,-2,nt
1,-1.6,0,17,CCCCN1CNC(=S)N(c2ccccc2OCC)C1,-2,4,-24,24,-1,-1
-4,-1.2,7,1,Cc1nc2c(C)cccn2c1/C(O)=C1\C(=O)C(=O)N(CCN(C)C)C1c1ccco1 (configuration not stated),9,-8,-10,10,8,-9
-4,-0.9,5,nt,CCOC(=O)Nc1ccc(Oc2ccccc2)cc1,-1,-7,-18,18,-2,90*
nt,0.9,5,20,CCCOc1ccc(N2CC(C(=O)Nc3ccccc3OC)CC2=O)cc1 (configuration not stated),-15,-8,13,-13,nt,2
nt,-0.2,1,-11,O=C(c1ccncc1)c1ccc(NC(=O)c2cccs2)cc1,1,2,-17,17,nt,5
-1,-2.5,-1,-41,Cc1ccccc1NC(=O)NC1(C(=O)NCC2CCCO2)CCCCC1 (configuration not stated),-9,-1,nt,nt,-5,1
3,0.0,-1,9,O=c1cnc2ccccc2n1Cc1ccccc1C(F)(F)F,26,-8,12,-12,-6,-5

Reprinted at random: 2 records from the list.
NSD2 inh,CAL PDZ FP-1,Rtt109 Vps75,PfHsp90 set2,SMILES,PvdQ inh,dFosB activator,SR-BI HDL uptake,SR-BI DiI-HDL act,CAL PDZ FP-2,MITF TRPM1 HTS
-4,-0.9,5,nt,CCOC(=O)Nc1ccc(Oc2ccccc2)cc1,-1,-7,-18,18,-2,90*
nt,-0.2,1,-11,O=C(c1ccncc1)c1ccc(NC(=O)c2cccs2)cc1,1,2,-17,17,nt,5

The list continues.
NSD2 inh,CAL PDZ FP-1,Rtt109 Vps75,PfHsp90 set2,SMILES,PvdQ inh,dFosB activator,SR-BI HDL uptake,SR-BI DiI-HDL act,CAL PDZ FP-2,MITF TRPM1 HTS
-4,0.1,nt,-11,CC1=C(C)CC(C(=O)Nc2ccc3c(c2)OCO3)C(C(=O)O)C1 (configuration not stated),-8,-1,-19,19,3,2
-5,-0.3,-3,-9,COc1cc(COCC(O)CN2C(C)CCCC2C)cc(OC)c1OC (configuration not stated),-8,0,1,-1,2,5
-2,-0.1,3,-6,CC(C)=N/N=C1/NC(=O)C(c2ccc(Cl)cc2)S1 (configuration not stated),-14,-3,-5,5,1,-2
nt,-2.7,-6,-40,Cc1nc(Nc2nc3c(c(=O)[nH]2)CCC3)nc2ccccc12,-5,-29,-2,2,-8,-13
2,-1.0,-3,6,CC(C)(C)C1=NN=C2c3ccccc3C(=O)C21 (configuration not stated),1,-9,-16,16,-8,-2
3,-4.3,-16,20,COc1cccc(NC(=O)/C=C/c2ccco2)c1,-4,-12,26,-26,-1,73
-5,1.4,-20,8,COc1cccc(CNCCOCCO)c1OC,-7,-4,-21,21,-1,-4
-6,nt,-6,-10,COc1ccccc1CNS(=O)(=O)c1cccc(S(=O)(=O)N2CCOCC2)c1,-5,-9,-13,13,-2,-17

NSD2 inh,CAL PDZ FP-1,Rtt109 Vps75,PfHsp90 set2,SMILES,PvdQ inh,dFosB activator,SR-BI HDL uptake,SR-BI DiI-HDL act,CAL PDZ FP-2,MITF TRPM1 HTS
-2,-2.0,7,-8,CCN(CC(=O)Nc1ccccc1C(F)(F)F)C(=O)CCc1nc2sc3c(c2c(=O)[nH]1)CCCC3,4,2,24,-24,-1,3
5,-1.6,17,-3,CCN1CCN(C(=O)/C=C/c2ccc(OC)cc2)CC1,-2,-1,9,-9,-4,nt
0,0.9,0,8,Cc1ccc(NC(=O)c2ccc(OCc3c(C)noc3C)cc2)nc1,-3,1,37,-37,3,nt
-1,-3.0,19,8,O=C(NCc1cccc(C(F)(F)F)c1)c1cccc(Cl)c1Cl,9,0,-2,2,-3,7
2,nt,0,33,COC(=O)c1cc(CNC(=O)C(C)NS(=O)(=O)c2ccc(C)c(C)c2)ccc1OC (configuration not stated),-3,-1,8,-8,1,9
-1,-2.0,-4,-27,O=C(NC(=S)N1CCCCCC1)c1ccccc1,-13,10,5,-5,-2,2
0,nt,1,-1,CC(=O)OCn1ncc(N2CCOCC2)c(Br)c1=O,-10,-6,nt,nt,-3,-7
1,-2.0,13,13,O=C(Nc1ccc(Cl)cc1)OC(CN1CCCCC1)C(F)(F)F (configuration not stated),13,-7,-1,1,-1,nt

NSD2 inh,CAL PDZ FP-1,Rtt109 Vps75,PfHsp90 set2,SMILES,PvdQ inh,dFosB activator,SR-BI HDL uptake,SR-BI DiI-HDL act,CAL PDZ FP-2,MITF TRPM1 HTS
1,-1.9,-6,-14,CN(C)c1ccc(NC(=O)CCn2c(=S)oc3ccccc32)cc1,-6,-5,29,-29,-1,33
-10,-2.0,-5,4,COc1ccc(N(C(=O)c2ccn[nH]2)C(C(=O)NC2CCCC2)c2ccc(F)cc2)cc1 (configuration not stated),-12,-6,2,-2,-3,5
0,nt,2,-1,COc1ccc(C(=O)Nn2c(C)ccc2C)cc1OC,-9,3,6,-6,0,-7
1,-1.5,1,-1,COc1ccc(CNC(=O)CN2C(=O)NC(C)(c3cccc4ccccc34)C2=O)cc1OC (configuration not stated),-14,-12,22,-22,41*,2
0,-0.9,7,-32,COc1cc(NC(=O)c2cc(-c3ccccc3)nc3c2cnn3C(C)C)cc(OC)c1OC,-7,-3,60,-60,-5,-5
-2,-0.3,-5,10,COc1ccc(Cl)cc1NC(=S)NCc1cccs1,0,-1,9,-9,nt,-10
-3,-2.6,-2,-44,COc1ccc(CCNC(=O)[C@@H](NC(N)=O)C(C)C)cc1,3,-6,-4,4,-2,-3
-2,0.2,-3,13,COc1ccc(NC(=O)[C@H](C)NC(=O)C2CCN(S(=O)(=O)c3ccc(C)cc3)CC2)cc1,-12,4,-22,22,-4,-12

Already shown: an excerpt of the list.
NSD2 inh,CAL PDZ FP-1,Rtt109 Vps75,PfHsp90 set2,SMILES,PvdQ inh,dFosB activator,SR-BI HDL uptake,SR-BI DiI-HDL act,CAL PDZ FP-2,MITF TRPM1 HTS
1,-1.9,-6,-14,CN(C)c1ccc(NC(=O)CCn2c(=S)oc3ccccc32)cc1,-6,-5,29,-29,-1,33
-10,-2.0,-5,4,COc1ccc(N(C(=O)c2ccn[nH]2)C(C(=O)NC2CCCC2)c2ccc(F)cc2)cc1 (configuration not stated),-12,-6,2,-2,-3,5

The results go on:
NSD2 inh,CAL PDZ FP-1,Rtt109 Vps75,PfHsp90 set2,SMILES,PvdQ inh,dFosB activator,SR-BI HDL uptake,SR-BI DiI-HDL act,CAL PDZ FP-2,MITF TRPM1 HTS
2,-0.4,3,-10,Cc1cc(C(=O)OCC(=O)Nc2cccc(S(N)(=O)=O)c2)c(C)o1,-14,-7,-8,8,-4,-1
nt,-1.2,-15,5,CC(=O)Nc1ccc(NC(=O)CSc2ccc3nnc(-c4cccnc4)n3n2)cc1,-7,-10,-2,2,-3,7
2,-0.9,2,11,c1ccc(CNCCC(Cc2ccccc2)c2ccco2)cc1 (configuration not stated),-13,-5,-15,15,nt,nt
-1,0.1,5,6,COc1ccc(NC(=O)CSc2ccc(-c3cccnc3)nn2)cc1,0,-5,4,-4,-2,4
-4,-0.2,-1,10,CCO/N=C(/C)c1c(O)cc(-c2ccccc2)n(-c2ccccc2)c1=O,-10,-1,-26,26,1,4
-1,-0.5,2,4,CSCCC(NC(=O)c1ccco1)C(=O)NCCc1ccc(F)cc1 (configuration not stated),3,9,-3,3,-2,2
-1,-2.1,-4,16,O=C(N=C1SC2CS(=O)(=O)CC2N1c1ccccc1C(F)(F)F)C1CCCO1 (configuration not stated),-10,2,-17,17,-1,4
1,-3.0,1,nt,COc1ccc(S(=O)(=O)N2CCCC2CNC(=O)C(=O)NCc2ccccn2)cc1 (configuration not stated),8,0,-9,9,-1,6
